Screening data as filed in PubChem BioAssay.
TDP1 block: qHTS Assay for Inhibitors of Tyrosyl-DNA Phosphodiesterase (TDP1). Potency, µM (top dose mostly 130 µM), inactives show top-dose activity change, negative = inhibition, hits mostly inhibitors. 350,000 tested, 0.28% active. recombinant TDP1, AlphaScreen DNA substrate cleavage. Tyrosyl-DNA phosphodiesterase 1 (Homo sapiens), Q9NUW8; further: nearly all actives have a fitted effect of over 40% in size
Target sequence (Q9NUW8 whole entry, looked up): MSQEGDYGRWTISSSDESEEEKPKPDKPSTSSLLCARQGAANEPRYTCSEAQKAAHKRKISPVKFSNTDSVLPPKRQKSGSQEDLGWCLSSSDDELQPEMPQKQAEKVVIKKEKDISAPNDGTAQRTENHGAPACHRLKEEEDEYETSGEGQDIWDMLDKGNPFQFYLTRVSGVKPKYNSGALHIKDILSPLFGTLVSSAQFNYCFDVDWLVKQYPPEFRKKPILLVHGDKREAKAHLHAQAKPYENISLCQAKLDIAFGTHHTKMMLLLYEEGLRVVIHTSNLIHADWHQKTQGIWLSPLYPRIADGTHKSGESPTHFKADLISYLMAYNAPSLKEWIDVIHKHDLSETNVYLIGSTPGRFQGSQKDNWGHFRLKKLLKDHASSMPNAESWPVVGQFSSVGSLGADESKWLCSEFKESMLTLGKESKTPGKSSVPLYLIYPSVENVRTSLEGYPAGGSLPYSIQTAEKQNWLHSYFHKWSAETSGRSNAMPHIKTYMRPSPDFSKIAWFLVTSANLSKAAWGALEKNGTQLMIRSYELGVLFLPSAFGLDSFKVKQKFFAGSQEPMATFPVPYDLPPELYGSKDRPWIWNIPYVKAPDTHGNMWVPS
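E. coli-derived human Tdp1, 1 nM final. Cpd preinc 15 min RT; substrate 15 nM final, 5 min RT; AS bead mix 10 ug/ml final, 10 min RT. Signal loss = tyrosine-FITC cleavage. No-enzyme wells = max signal.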
TDP1 cell noCPT: qHTS for Inhibitors of human tyrosyl-DNA phosphodiesterase 1 (TDP1): qHTS in cells in absence of CPT; DT40 Tdp1-/- hTDP1 cells, no CPT, ATP luminescence, 48 h; Potency, µM (highest dose often 46.2 µM), for the others: at the top dose activity change, negative = growth inhibition, hits mostly inhibitors; 420,000 tested, 15% active; further: nearly all actives have a fitted effect of over 55% in size
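Chicken DT40 Tdp1-/- cells complemented with human TDP1, screened without camptothecin (DMSO vehicle only), 400 cells/well. Compounds pin-transferred, cells incubated at 37 °C for at least 48 hr. Growth read as ATP-dependent luminescence (CellTiter-Glo, 30 min at RT).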
N370S GC: qHTS Assay for Inhibitors and Activators of N370S glucocerebrosidase as a Potential Chaperone Treatment of Gaucher Disease. Lysosomal acid glucosylceramidase (Homo sapiens), P04062. Potency, µM (series often up to 59.4 µM), inactives show at the top dose activity change, negative = inhibition, actives largely listed as inhibitors. 330,000 tested, 0.092% active. AID 2101, 2009. N370S GC spleen homogenate, 4MU-glucoside fluorescence;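 further: 0% = full enzyme activity and -100% = no enzyme basal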
Numbers without * were called inactive; & = joins results of further samples; [ ] = remark or other dose. The call rests on the fitted dose curve; in most records, active means well fitted curve in the direction sought with a large enough effect; inconclusive means small, poorly fitted or top-dose-only effect, or another doubt; inactive means no such curve, though single readings can be large; an effect the other way counts as inactive or inconclusive. Unless noted, on the % scale 0 is the no-effect control and ±100 the full control effect; potency means the concentration at half of the fitted maximal effect. The list is partial. The share of hits here may be higher or lower than overall.

`O=S(=O)(c1ccccc1)c1nc(-c2ccccc2Cl)oc1N1CCCCCC1` gave TDP1 block 8% and TDP1 cell noCPT 21µM*.
Screening Cc1cc(C)cc(NS(=O)(=O)c2ccc3c(c2)C(C)(C)C(=O)N3C)c1 returned TDP1 cell noCPT inconclusive and N370S GC 5%.
`Cc1ccc(Cl)cc1NC(=O)CSc1ccc(C(=O)O)cn1` gave TDP1 block 4% and TDP1 cell noCPT -3%.
`Cc1ccc(-n2c(C)cc(/C=N/Nc3ccc([N+](=O)[O-])cn3)c2C)c(C)c1` gave TDP1 block 10%, TDP1 cell noCPT 23µM* and N370S GC 5%.
`CCOc1ccc(/C=C2/Sc3ccc(C(=O)N4CCOCC4)cc3N(C)C2=O)cc1OC` gave TDP1 block 5%, TDP1 cell noCPT 16µM* and N370S GC -18%.
For Cn1cc(CN2CCC(Oc3ccc(C(=O)N4CCCC4)cc3)CC2)cn1 the results were TDP1 block 1%, TDP1 cell noCPT -10% and N370S GC -18%.
CCN1CCCC(OC(=O)Nc2ccccc2)C1 (stereo not drawn) was read as TDP1 block 0%, TDP1 cell noCPT -16% and N370S GC -3%.
`O=C(CCCCCCC(=O)c1ccccc1)c1ccccc1` gave TDP1 block 1%, TDP1 cell noCPT -20% and N370S GC -2%.
For CC(C)[C@H](NC(N)=O)C(=O)NCCc1ccc(Cl)cc1Cl the results were TDP1 block 5%, TDP1 cell noCPT -3% and N370S GC -2%.
For Cc1[nH]c(C)c2c(=O)n(Cc3ccc(Cl)cc3)ncc12 the results were TDP1 block 5%, TDP1 cell noCPT 2% and N370S GC -4%.
Screening O=C(O)C1CC(O)CN1S(=O)(=O)c1cccs1 (stereo not drawn) returned TDP1 block -4%, TDP1 cell noCPT -2% and N370S GC 13%.
`Fc1ccc(Cn2nnc(-c3ccc(Cl)cc3)n2)cc1` gave TDP1 cell noCPT 7% and N370S GC 0%.
`CC1(C)Cc2nc3sc4c(=O)n(CC(=O)NCc5ccco5)cnc4c3cc2CO1` gave TDP1 block 6%, TDP1 cell noCPT 8.2µM* and N370S GC 9%.
Screening COc1ccccc1NC(=O)CN1CCN(CC(=O)Nc2ccc3c(c2)OCCO3)CC1 returned TDP1 block 4%, TDP1 cell noCPT inconclusive and N370S GC -14%.
For CC(C)/C(O)=C1/C(=O)OC(c2ccoc2)[C@@]2(C)C(O)C(O)[C@@]34OC5(C)OC67CC(C)(C(O)[C@@]6(O)C(O)[C@@]3(O5)C12)C(CC(=O)O)[C@@]74C (stereo partly drawn) the results were TDP1 block -4%[56.1 µM], TDP1 cell noCPT -4% and N370S GC 10%.
For Cc1c(S(=O)(=O)N(C)C2CCCCC2)c(=O)n(C)c(=O)n1C the results were TDP1 cell noCPT -5% and N370S GC -13%.
COc1cc2c(cc1OC)C(c1ccccc1)N(C(=O)c1ccccc1F)CC2 (stereo not drawn) was read as TDP1 cell noCPT inconclusive and N370S GC -7%.
N#Cc1ccc(COC(=O)CSc2nnc(N)s2)cc1 was read as TDP1 block 5%, TDP1 cell noCPT -26% and N370S GC 5%.
Cc1nn(CCCC(=O)Nc2c(F)cc(F)cc2Br)c(C)c1[N+](=O)[O-] was read as TDP1 block 8%, TDP1 cell noCPT -8% and N370S GC -8%.
Screening O=C(NC1CCc2ccccc21)c1cc(COc2cncc(Cl)c2)on1 (stereo not drawn) returned TDP1 block 4%, TDP1 cell noCPT inconclusive and N370S GC -2%.
CCSc1ccc(-c2ccco2)nn1 was read as TDP1 block 0%, TDP1 cell noCPT 4% and N370S GC 14%.
For Cc1ccc(S(=O)(=O)NC2=NCCC2)cc1 the results were TDP1 block -2%, TDP1 cell noCPT -21% and N370S GC 8%.
For COc1ccc(C(=O)NCCS(=O)(=O)N2CCCCCC2)cc1 the results were TDP1 cell noCPT -24% and N370S GC -4%.
COc1ccc(CC(=O)NCCS(=O)(=O)N2CCN(c3ccc(F)cc3)CC2)cc1OC was read as TDP1 block 4%&7%, TDP1 cell noCPT inconclusive and N370S GC -4%.
Screening CCc1c(C#N)c(SCc2c(C)noc2C)nc2c1C(=O)CC(C)(C)C2 returned TDP1 block 4%, TDP1 cell noCPT inconclusive and N370S GC inconclusive.
Screening COc1cc(N)ccc1NC(=O)c1cc2ccccc2o1 returned TDP1 block 9%, TDP1 cell noCPT -4% and N370S GC 16%.
Fc1ccccc1/C=N/NC(=S)Nc1ccc(Cl)cc1Cl was read as TDP1 block 5%, TDP1 cell noCPT 1.8µM* and N370S GC 1%.
`CN(C)CCNc1nc(S(=O)(=O)c2ccccc2)c(Cl)s1` gave TDP1 block -1%, TDP1 cell noCPT -12% and N370S GC -2%.
`CCn1nc(C)cc1C(=O)N1CCCC(Nc2ccc(F)c(F)c2)C1` (stereo not drawn) gave TDP1 block 4%, TDP1 cell noCPT -2% and N370S GC 4%.
COc1ccc(C)cc1N(C(=O)c1snc(C(N)=O)c1N)C(C(=O)NC1CCCCC1)c1ccc(C)o1 (stereo not drawn) was read as TDP1 block 5%, TDP1 cell noCPT 18µM* and N370S GC 14%.
For COC(=O)N1CCC2(CC1)CCN(c1ncccn1)CC2 the results were TDP1 cell noCPT -20% and N370S GC 5%.
Screening CCOC(=O)c1ccc(N[C@@H]2CCN3C(=O)c4ccccc4[C@@H]3C[C@H]2O)cc1 returned TDP1 block 0%[56.1 µM] and TDP1 cell noCPT -14%.
`O=C(CCc1ccccc1)Nc1ccc2c(c1)OCCO2` gave TDP1 block 3%, TDP1 cell noCPT inconclusive and N370S GC -16%.
`C=CCn1c(SCC(=O)NC2CC2)nnc1C1CC1` gave TDP1 block 2%, TDP1 cell noCPT 1% and N370S GC 0%.
O=C(Nc1cc(Sc2nc3ccccc3s2)cc([N+](=O)[O-])c1)c1ccccc1 was read as TDP1 block 3%, TDP1 cell noCPT 16µM* and N370S GC -12%.
Screening CC1(C)CCC(=O)N2CC[C@H]3C[C@H](OC(=O)Nc4ccc(Br)cc4)C[C@@H]1[C@H]32 returned TDP1 cell noCPT inconclusive and N370S GC -23%.

11 entries out of the list, arranged by number of heavy atoms, lowest first:
CCSc1ccc(-c2ccco2)nn1 was read as TDP1 block 0%, TDP1 cell noCPT 4% and N370S GC 14%.
For Cc1ccc(S(=O)(=O)NC2=NCCC2)cc1 the results were TDP1 block -2%, TDP1 cell noCPT -21% and N370S GC 8%.
`C=CCn1c(SCC(=O)NC2CC2)nnc1C1CC1` gave TDP1 block 2%, TDP1 cell noCPT 1% and N370S GC 0%.
For COC(=O)N1CCC2(CC1)CCN(c1ncccn1)CC2 the results were TDP1 cell noCPT -20% and N370S GC 5%.
For COc1ccc(C(=O)NCCS(=O)(=O)N2CCCCCC2)cc1 the results were TDP1 cell noCPT -24% and N370S GC -4%.
`CCn1nc(C)cc1C(=O)N1CCCC(Nc2ccc(F)c(F)c2)C1` (stereo not drawn) gave TDP1 block 4%, TDP1 cell noCPT -2% and N370S GC 4%.
Screening CCc1c(C#N)c(SCc2c(C)noc2C)nc2c1C(=O)CC(C)(C)C2 returned TDP1 block 4%, TDP1 cell noCPT inconclusive and N370S GC inconclusive.
Screening CC1(C)CCC(=O)N2CC[C@H]3C[C@H](OC(=O)Nc4ccc(Br)cc4)C[C@@H]1[C@H]32 returned TDP1 cell noCPT inconclusive and N370S GC -23%.
Screening CCOC(=O)c1ccc(N[C@@H]2CCN3C(=O)c4ccccc4[C@@H]3C[C@H]2O)cc1 returned TDP1 block 0%[56.1 µM] and TDP1 cell noCPT -14%.
COc1ccc(CC(=O)NCCS(=O)(=O)N2CCN(c3ccc(F)cc3)CC2)cc1OC was read as TDP1 block 4%&7%, TDP1 cell noCPT inconclusive and N370S GC -4%.
COc1ccc(C)cc1N(C(=O)c1snc(C(N)=O)c1N)C(C(=O)NC1CCCCC1)c1ccc(C)o1 (stereo not drawn) was read as TDP1 block 5%, TDP1 cell noCPT 18µM* and N370S GC 14%.

(next part)
Screening CCOc1cccc2cc(C(=O)NCc3ccccc3Cl)c(=O)oc12 returned TDP1 cell noCPT 2% and N370S GC -5%.
CCOc1ccc(CCNCc2c(C(=O)O)c(C)n(Cc3ccccc3F)c2C)cc1 was read as TDP1 block 0% and TDP1 cell noCPT -13%.
NS(=O)(=O)c1ccc(N=Nc2c[nH]c(=O)c(O)c2)cc1 was read as TDP1 block -6%, TDP1 cell noCPT inconclusive and N370S GC -7%.
Screening Cc1ccc(C(=O)NCCC2=CCCCC2)cc1S(=O)(=O)N1CCOCC1 returned TDP1 block -1%, TDP1 cell noCPT inconclusive and N370S GC -2%.
Cc1cc(S(=O)(=O)N2CCCCC2)ccc1OCC(=O)Nc1ccccc1 was read as TDP1 block 4%, TDP1 cell noCPT inconclusive and N370S GC -4%.
CCCc1nc(SCC(=O)NC2CCCC2)c2ccccc2n1 was read as TDP1 block 13%, TDP1 cell noCPT inconclusive and N370S GC -5%.
For NC(=O)N/N=C/c1ccccc1OC(=O)c1ccccc1Br the results were TDP1 block 5%, TDP1 cell noCPT -25% and N370S GC -13%.
Cc1ccc(S(=O)(=O)NCc2ccccc2)cc1C(=O)N1CCN(c2ccccc2)CC1 was read as TDP1 block 1% and TDP1 cell noCPT inconclusive.
`Cc1ccc(NC(=O)C2C3C=CC(O3)C2C(=O)O)c(C)c1` (stereo not drawn) gave TDP1 block 4%, TDP1 cell noCPT -10% and N370S GC -2%.
`Nc1ccc(N2CCCCCC2)cc1` gave TDP1 block -5% and N370S GC -11%.
`COc1ccc(-c2nnc(-c3ccc(F)cc3)o2)cc1` gave TDP1 cell noCPT -4% and N370S GC -3%.
`Cc1cc(O)ccc1Nc1nc(-c2cccs2)cs1` gave TDP1 block 5%, TDP1 cell noCPT -6% and N370S GC -10%.
`C=CCNc1ccc(N2C(=O)CCCC2=O)cc1[N+](=O)[O-]` gave TDP1 cell noCPT -3% and N370S GC -10%.
`COc1cc(OC)nc(NC(=O)CSc2nc3ccccc3[nH]2)n1` gave TDP1 block 7%, TDP1 cell noCPT -4% and N370S GC 9%.
COCCCN(C(=S)Nc1cc(C)cc(C)c1)C(C)c1ccncc1 (stereo not drawn) was read as TDP1 block 4%, TDP1 cell noCPT -21% and N370S GC inconclusive.
`COc1ccc(C(O)(CCC(C)C)C(CN2CCOCC2)c2ccccc2)cc1` (stereo not drawn) gave TDP1 cell noCPT 21µM* and N370S GC -23%.
`CCOC(=O)c1ccccc1NC(=O)CSc1nc2ccccc2o1` gave TDP1 block 2%, TDP1 cell noCPT -10% and N370S GC -4%.
`COc1cc(C)c(NC(=O)C(=S)NCc2ccccc2)cc1C` gave TDP1 block 4%, TDP1 cell noCPT -13% and N370S GC 9%.
Screening Cc1cnc(CN(C)C(=O)CC2C(=O)NCCN2CCCc2ccccc2)[nH]1 (stereo not drawn) returned TDP1 block 1%, TDP1 cell noCPT -3% and N370S GC -7%.
`COc1ccc(OC)c(CNC(=O)CCCn2ccc3cc(S(=O)(=O)N4CCCC4)ccc32)c1` gave TDP1 block 4%&6%, TDP1 cell noCPT inconclusive and N370S GC 23%.
For O=C(N/N=C/c1cccc(O)c1)C(=O)N1CCCCCC1 the results were TDP1 block 0%, TDP1 cell noCPT -5% and N370S GC -15%.
`COC(=O)Cn1c(C)nc([N+](=O)[O-])c1Br` gave TDP1 block 0%, TDP1 cell noCPT inconclusive and N370S GC -11%.
S=C(Nc1ccc(OCc2ccccc2)cc1)Nc1cccc(Cl)c1Cl was read as TDP1 block 2%, TDP1 cell noCPT inconclusive and N370S GC -3%.
COc1ccc(CC(=O)N/N=C/c2sccc2C)cc1 was read as TDP1 cell noCPT -15% and N370S GC -8%.
For Cc1oc2ncn(CC(C)C)c(=O)c2c1C(=O)NCCCN1CCCCC1 the results were TDP1 block -2% and TDP1 cell noCPT -1%.
`CCOC(=O)c1ccccc1NC(=O)Cn1cnc2c(cnn2-c2ccc(F)cc2)c1=O` gave TDP1 block 0%, TDP1 cell noCPT -16% and N370S GC 3%.
Screening CC(C)c1ccc(NC(=O)CN(C)S(=O)(=O)c2ccc3c(c2)c(=O)n(C)c(=O)n3C)cc1 returned TDP1 block 0% and TDP1 cell noCPT inconclusive.
CCOC(=O)c1cc(C)nc(SC)c1C#N was read as TDP1 block -10%, TDP1 cell noCPT -9% and N370S GC 4%.
For CCOC(=O)Cn1c(=N)n(CCOc2ccc(F)cc2)c2ccccc21 the results were TDP1 block 8%, TDP1 cell noCPT -2% and N370S GC -8%.
